tim10-1 inh = tim10-1 yeast growth inhibition; 330,000 compounds, 2.2% hits; inhibition, % at 20 µM; S. cerevisiae tim10-1 ts strain growth, BacTiter-Glo, 24 h;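 active = inhibition of at least 40%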;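 also: mutant grown at 25 °C; 0% = DMSO wells with yeast and 100% = wells holding no yeast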
tim23-1 inh = inhibits growth of tim23-1 mutant yeast. S. cerevisiae tim23-1 growth, BacTiter-Glo luminescence, 24 h. inhibition, % at 20 µM. 330,000 compounds, 1.3% hits. AID 463212;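 active = growth inhibition of the mutant yeast at or above 50%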;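 also: temperature-sensitive mutant grown at 25 °C; plate controls were DMSO-treated mutant yeast for no effect and medium wells lacking yeast for full effect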
TIM10 inh = inhibits growth of TIM10 yeast strain. inhibition, % at 10 µM. 330,000 compounds, 1.4% hits. S. cerevisiae TIM10 strain growth, BacTiter-Glo luminescence, 24 h. AID 463195;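 active = inhibition of 40% or more at the single tested concentration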;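 also: wild-type TIM10 isogenic control strain grown at permissive 25 °C; 0% = DMSO yeast wells and 100% = minimal medium wells without yeast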
APJ antagonist = blocks the human apelin receptor APJ. P35414. CHO-K1 APJ beta-arrestin complementation, luminescence. inhibition, % at 20 µM. 330,000 compounds, 0.32% hits;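 active = inhibition above about 40% at 20 µM, limit read from the data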;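 also: cells challenged with 10 nM apelin-13 agonist together with compound; plate controls were apelin-13 plus DMSO wells for no effect and DMSO wells lacking apelin-13 for full effect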
UPR CHOP act = apoptotic UPR (CHOP) activation; CHO-CHOP luciferase reporter, luminescence; percent of tunicamycin response over DMSO baseline; AID 449763; 330,000 compounds, 0.34% hits; activation, % at 10 µM;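 active = at 10 µM dose, activation of 40% or more, normalized to positive control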;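 also: 100% = tunicamycin at 10 µg/mL and 0% = DMSO alone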
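System: CHO-CHOP luciferase reporter cell line | Buffer or medium: F12 medium containing 10% fetal bovine serum | Doses: One dose, 10 µM in 0.5% DMSO | Times: 6 h compound exposure at 37 °C after overnight seeding | Signal: Luciferase luminescence | Read-out: % activation vs tunicamycin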
Mdm2 MdmX PPI = disrupts the human Mdm2-MdmX interaction. O15151+Q00987. SaOS-2 split-luciferase Mdm2/MdmX complementation, luminescence. inhibition, % at 8 µM. 330,000 compounds, 3% hits. AID 485346;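 active = inhibition of at least 50% at 8 µM in the primary screen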
XBP1 UPR activ = activators of adaptive arm of unfolded protein response (XBP1) | activation, % at 20 µM | 330,000 compounds, 0.33% hits | CHO-XBP1 luciferase reporter, IRE1-XBP1 UPR activation, luminescence; percent of tunicamycin response, DMSO as zero;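 active = versus positive control, 20 µM dose yields 30% or more activation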;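 also: 100% = tunicamycin at 10 µg/mL and 0% = DMSO only wells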
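Material – CHO cell line with stable XBP1 luciferase reporter · Buffer or medium – F12 plus 10% FBS · Compound – single point, 20 µM final compound, 1% DMSO · Schedule – 16-18 h cell attachment at 37 °C, then 6 h compound exposure · Signal – Steady-Glo luminescence read · Benchmarks – high control tunicamycin 10 µg/mL final, low control DMSO vehicle only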
CXCR6 block = CXCR6 (human) receptor inhibition. 360,000 compounds, 0.36% hits. CHO-K1 PathHunter CXCR6 beta-arrestin, luminescence. AID 602244. O00574. inhibition, % at 20 µM; in the data active = inhibition above about 34%, passing the limit was not always enough;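 also: antagonist mode with CXCL16 agonist at 10 nM final; 0% = 10 nM CXCL16 with DMSO and 100% = unstimulated wells without agonist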
APJ agonist = agonists of human APJ apelin receptor. 330,000 compounds, 0.11% hits. activation, % at 20 µM. P35414. CHO-K1 APJ PathHunter beta-arrestin, luminescence; 0% DMSO wells, 100% apelin. AID 2520;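 active = activation more than six SD over the plate average, tested at 20 µM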;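 also: 0% = DMSO alone and 100% = apelin-13 at 10 nM; some results filed as inactive read as strong as hits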
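Assay system: CHO-K1 cells stably expressing ProLink-tagged human APJ and arrestin–beta-gal acceptor. Compound dosing: 20 µM single point, 1% DMSO. Times: 16-18 h seeding, 90 min dark compound exposure, 60 min detection. Detection: beta-gal luminescence. Evaluation: APJ–arrestin association signal. Controls: negative DMSO alone, positive Apelin-13 at 10 nM.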
Starred values were filed as active, the others as inactive; · = no result given. Only part of the results is shown; count on the stated rates, not on these rows.

SMILES | tim10-1 inh | tim23-1 inh | TIM10 inh | APJ antagonist | UPR CHOP act | Mdm2 MdmX PPI | XBP1 UPR activ | CXCR6 block | APJ agonist
COc1cc(CCC(=O)OCC(=O)Nc2ccc(Br)cc2F)cc(OC)c1OC | 14 | 14 | 12 | 2 | 2.1 | -17 | -2 | 4 | -2
COc1ccc(-c2csc(NC(=S)NC(=O)c3cccs3)n2)cc1OC | -7 | 1 | 8 | 10 | 4.1 | 41 | 2 | 5 | -3
COc1cccc(CNC(=O)c2cc3c(C)nc4ccccc4c3o2)c1 | 9 | 12 | -27 | -7 | -0.8 | 20 | -3 | -4 | -1
Cc1ccccc1CS(=O)(=O)CCC(=O)NCc1ccccn1 | 0 | -1 | 8 | 5 | -0.5 | 8 | 4 | 1 | -4
CC(=O)NC1C(OCc2ccccc2)OC2COC(C)(C)OC2C1O (stereo not drawn) | -8 | -4 | -13 | -10 | 0.3 | 27 | 0 | 0 | -3
CC(NC(=O)c1ccco1)C(=O)NC(C)c1cc(F)c(Cl)cc1Cl (stereo not drawn) | -3 | 4 | -22 | -15 | 0.7 | 9 | 2 | -2 | 1
COc1ccc(Cn2c(C)c(C)c(C#N)c2NC(=O)Nc2cccc(C)c2)cc1 | 22 | 5 | 4 | 12 | 1.8 | 54* | -2 | 8 | -7
COc1ccccc1-n1c(SCC(=O)Nc2cccc(C(=O)O)c2)nnc1-c1ccccc1O | -10 | -3 | 4 | 11 | -0.6 | -18 | -6 | -19 | 0
Cc1ccc(SCCC(=O)N/N=C/c2ccccc2O)cc1 | 43* | 11 | 48* | 0 | -2.1 | 52* | 1 | 0 | -4
CCc1nc(C)ccc1OCC(=O)N(CC)CC | -1 | 4 | 10 | 2 | -2.4 | 10 | -2 | 1 | -4
CC(C)Cn1c(N)c(C(=O)COC(=O)COc2cccc(C(F)(F)F)c2)c(=O)n(C)c1=O | 16 | 26 | -1 | -1 | 0.9 | 8 | 3 | -7 | 0
CCCCN(C(=O)CCC(=O)Nc1cc(C)on1)C(C(=O)NC1CCCC1)c1ccc(F)cc1 (stereo not drawn) | -5 | 9 | 11 | 16 | -0.2 | -2 | 6 | 7 | -2
COc1ccc(C(=O)NC(=S)N2CCOCC2)cc1OC | -4 | -4 | 1 | 14 | 1.5 | 14 | -3 | 7 | -3
CN1CCN(S(=O)(=O)c2cccs2)CC1 | 2 | 1 | -6 | 9 | 1.0 | 17 | -3 | 10 | -2
N#Cc1ccc(OCC(O)CN2CCC(C(O)(c3ccccc3)c3ccccc3)CC2)cc1 (stereo not drawn) | -3 | 14 | -6 | 12 | 2.5 | -1 | 2 | -6 | 0
Cc1nn(C)c(C(=O)N/N=C/c2cccc3ccccc23)c1Cl | 5 | 3 | 9 | 18 | 4.1 | -11 | 3 | 7 | -5
CCOc1ccc(NC(=O)CSc2ccc3nnc(-c4ccccn4)n3n2)cc1 | 7 | 11 | 6 | 17 | 0.3 | -5 | -4 | -2 | -7
CN(C)S(=O)(=O)c1cc(NC(=O)COC(=O)/C=C/c2ccco2)ccc1Cl | 6 | 7 | 10 | -21 | -1.2 | 3 | -1 | -2 | -5
C=CCn1c(SC(C)C(N)=O)nc2sc(CC)cc2c1=O (stereo not drawn) | -9 | 4 | -7 | 16 | -0.3 | 19 | -4 | 5 | -1
CCOCCCNC(=O)C(NC(=O)c1cnccn1)c1ccc(C)cc1 (stereo not drawn) | 2 | 4 | -12 | 1 | 0.4 | 17 | -1 | 2 | -10
CCOc1cc(-c2cc(N)n[nH]2)cc(OCC)c1OCC | 3 | 13 | 3 | 4 | -0.9 | 15 | -2 | -1 | -4
CC(=O)N/C(=C\c1ccc(F)cc1)C(=O)N(C)C | 2 | 0 | -20 | 0 | 1.9 | 6 | -3 | -10 | 0
CC(C)(C)N1CCC1CN (stereo not drawn) | 0 | -1 | -22 | -13 | -1.2 | 12 | -1 | -2 | -1
CSCCC(NS(=O)(=O)c1ccc2c(c1)oc(=O)n2C)C(=O)NC1CCC(C)CC1 (stereo not drawn) | -5 | 1 | -4 | 7 | -0.4 | 14 | -2 | 1 | 0
CCC(C)Cn1c(C(C)O)nc2ccccc21 (stereo not drawn) | 5 | 5 | 8 | 0 | -0.2 | 21 | -1 | -6 | -3

Results in XBP1 UPR activ, APJ agonist and CXCR6 block, for 4 of the compounds above:
SMILES	XBP1 UPR activ	APJ agonist	CXCR6 block
CC(C)Cn1c(N)c(C(=O)COC(=O)COc2cccc(C(F)(F)F)c2)c(=O)n(C)c1=O	3	0	-7
CCCCN(C(=O)CCC(=O)Nc1cc(C)on1)C(C(=O)NC1CCCC1)c1ccc(F)cc1 (stereo not drawn)	6	-2	7
COc1ccc(C(=O)NC(=S)N2CCOCC2)cc1OC	-3	-3	7
CN1CCN(S(=O)(=O)c2cccs2)CC1	-3	-2	10

New compounds follow.
SMILES | tim10-1 inh | tim23-1 inh | TIM10 inh | APJ antagonist | UPR CHOP act | Mdm2 MdmX PPI | XBP1 UPR activ | CXCR6 block | APJ agonist
COc1ccc(O[C@H]2C=C[C@@H](c3ccccc3)O[C@@H]2CO/N=C/C[C@@H]2C=C[C@H](OC(C)=O)[C@@H](COC(C)=O)O2)cc1 | 4 | 10 | 6 | -21 | -0.6 | 1 | -4 | · | 3
O=c1oc2ccc(Br)cc2cc1-c1nc2ccccc2o1 | 4 | 7 | -3 | 4 | 1.3 | 0 | 2 | 8 | -4
CC(=O)c1ccc(NC(=O)/C(=C\c2cccs2)NC(=O)c2ccco2)cc1 | 8 | -10 | -3 | 6 | 1.4 | 3 | 2 | 1 | -4
CCCCc1ccc(NC(=O)Nc2cccnc2)cc1 | 21 | 14 | 15 | -29 | 1.7 | -48 | 3 | -6 | 5
COc1ccccc1P(=O)(Cc1ccccc1)c1ccccc1 (stereo not drawn) | 10 | 8 | 12 | -14 | 0.3 | 7 | -7 | 6 | -2
O=C(O)CC/C(=N/NC(=O)CNC(=O)Cc1ccccc1)c1ccccc1 | -12 | 20 | -10 | 8 | -0.5 | -2 | 1 | -5 | -2
Cc1cccc(C)c1OCC(=O)NNC(=O)CCNC(=O)c1ccc(Br)cc1 | -4 | 10 | 4 | -20 | 2.0 | -2 | -8 | -10 | -2
CCOc1cc(C2Nc3ccccc3C(=O)N2c2ccccc2OC)ccc1O (stereo not drawn) | 23 | 22 | 14 | -4 | 0.6 | 20 | 2 | 5 | 0
CCOC(=O)COc1ccc(C(c2c(C)[nH][nH]c2=O)c2c(C)[nH][nH]c2=O)cc1 | 10 | 12 | 7 | -4 | -2.0 | 23 | -3 | -22 | -3
CCc1nnc(NC(=O)c2ccc(Br)o2)s1 | 12 | 10 | 6 | -27 | 3.1 | 20 | -5 | 2 | -2
O=C(Nc1ccc(N2CCN(C(=O)c3ccccc3)CC2)c(Cl)c1)c1cccnc1 | 26 | 23 | 22 | -20 | 0.4 | 31 | 0 | -29 | 7
COCCn1nnnc1SCC(=O)c1ccc(F)cc1 | 7 | 26 | 9 | -1 | 0.3 | 3 | 0 | 7 | 4
COc1ccc(S(=O)(=O)N(Cc2ccccc2)c2ccccc2C(=O)O)cc1 | 1 | 10 | 4 | 11 | 0.7 | 0 | -3 | 6 | -3
Cc1cc(C)cc(NC(=O)c2cc(S(=O)(=O)N3CCCC3)cn2C)c1 | -23 | 8 | -3 | 0 | 0.2 | 14 | -3 | 2 | -2
CS(=O)(=O)Nc1cc2c3c(c1)CCC(=O)N3CCC2 | 7 | 8 | 9 | 5 | 1.2 | 2 | 4 | 1 | 10
Cc1ccc(N=C2CSC(=O)N2)cc1 | 11 | 17 | 5 | 29 | 0.3 | -25 | -2 | 0 | -3
Cc1nc(N2CCN(c3ccccc3O)CC2)c2c(-c3ccccc3)csc2n1 | 42* | 51* | 33 | -28 | 2.2 | 52* | 6 | -1 | 1
O=C(NCCN1CCOCC1)c1ccc2c(c1)ncn2C1CCCC1 | 1 | 3 | 4 | 12 | 2.6 | 24 | -4 | -3 | -1
CCOc1ccc(NC(=O)c2cc3cc4ccc(OC)cc4nc3o2)cc1 | 7 | -1 | -9 | -2 | 2.6 | 42 | 0 | -2 | 1
O=C(CSc1nnc(-c2ccc(F)cc2)o1)c1ccc2c(c1)OCCO2 | -6 | -3 | -10 | -10 | -0.9 | 7 | -1 | 6 | 4
Cc1no[n+]([O-])c1COc1cccc(/C=C2\N=C(c3ccccc3)OC2=O)c1 | 30 | 11 | 12 | -11 | -1.8 | 0 | -4 | -4 | -3
COc1ccc(N(C(=O)c2ccncc2)S(=O)(=O)c2ccc(OC)c(OC)c2)cc1 | 20 | 15 | 12 | 1 | 0.3 | -8 | -4 | 6 | -5
Cc1c(CN2CCN(C)C(CCO)C2)[nH]c2c(Cl)cccc12 (stereo not drawn) | 4 | 6 | -7 | 36 | 2.9 | 15 | -4 | 1 | -4
O=C(CCCN1C(=O)c2ccccc2C1=O)Nc1sc2c(c1C(=O)NCc1ccco1)CCC2 | 39 | 29 | 10 | 10 | 1.2 | 14 | -2 | 6 | 2
CN1CCN(NC(=O)c2cc(S(=O)(=O)N3CCOCC3)c(Cl)cc2Cl)CC1 | -1 | 19 | -3 | -1 | -0.1 | -1 | -1 | -10 | 4

Continued.
SMILES | tim10-1 inh | tim23-1 inh | TIM10 inh | APJ antagonist | UPR CHOP act | Mdm2 MdmX PPI | XBP1 UPR activ | CXCR6 block | APJ agonist
CCOc1nnc(C)c2c(C)n(-c3cccc(OC)c3)nc12 | 6 | 0 | -4 | 6 | -2.0 | 11 | -2 | 0 | -5
CCOc1ccc(OCCCC(=O)ON=C(N)c2ccccc2C)cc1 | 16 | 15 | 8 | -41 | 0.6 | 1 | 0 | -15 | 12
CCOC(=O)N1CCN(Cc2nnc(-c3ccccc3C)o2)CC1 | -1 | 5 | 2 | 2 | 3.0 | -13 | -1 | -1 | -1
O=C(O)CSCC(=O)N(c1ccccc1)c1ccccc1 | 2 | 9 | -6 | 5 | 1.8 | -10 | -4 | 2 | -3
COc1ccc(Nc2cc(C)nc3ncnn23)cc1Cl | 10 | 12 | 4 | 9 | 1.3 | 7 | -5 | 3 | -2
CCN1CCC2(CC1)Oc1c(OC)cccc1C1CC(c3cccnc3)=NN12 (stereo not drawn) | -18 | 8 | 12 | 2 | -1.2 | 33 | -3 | 5 | -3
C=CCOc1ccc(CN(C)CC(=O)N(CC(C)C)c2c(N)n(CC(C)C)c(=O)[nH]c2=O)cc1 | -8 | -10 | -4 | 0 | 7.3 | 12 | 0 | -18 | -3
O=C(O)c1cccc(S(=O)(=O)N(Cc2ccccc2)c2ccc(Cl)cc2)c1 | 27 | 21 | 3 | 17 | 0.8 | 0 | -5 | -4 | -4
O=C(Nc1nccs1)C1CCCN1S(=O)(=O)c1ccc(F)cc1 (stereo not drawn) | 1 | 15 | -5 | 5 | -2.6 | -4 | -4 | 9 | 0

Screening data deposited in PubChem BioAssay by Sanford-Burnham Center for Chemical Genomics.
